Screening data from PubChem BioAssay.
Pf Dd2 inh: Plasmodium falciparum Dd2 growth inhibition; Potency, µM (top dose mostly 28.9 µM), inactives show at the top dose activity, negative = inhibition, actives largely listed as inhibitors; AID 1347417; 120,000 compounds, 4.3% hits; P. falciparum Dd2 growth, SYBR Green, 72 h; active means well fitted inhibition curve with a large enough effect; inconclusive means small, poorly fitted or top-dose-only effect; inactive means no such curve, though single readings can be large or run the other way;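 further: plate controls were DMSO vehicle for no effect and reference drug for full effect; nearly all actives have a fitted effect of over 65% in size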
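Readout: SYBR Green fluorescence, 485 nm excitation, 535 nm emission, after ~16 h lysis at 37C. Before that, Dd2-infected red cells (2.5% hematocrit) grew 72 h with compound, 29 uM top final concentration.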
An asterisk follows results filed as active; i = inactive; ? = inconclusive; [ ] = remark or other dose. Potency means the concentration at half of the fitted maximal effect. The list is partial (hit frequency here may not be typical).

| SMILES | Pf Dd2 inh |
| --- | --- |
| Cc1ccc(NC(=O)C2CCC(CNS(=O)(=O)c3ccc4c(c3)CCCC(=O)N4)CC2)c(C)c1 (stereo not drawn) | i |
| Cc1cccn2c(=O)c(/C=C(\C#N)c3nc4ccccc4n3C)c(Oc3ccc(Br)cc3)nc12 | ? |
| c1ccc(-c2cccc(-n3ccnc3-c3cc4n(n3)CCCNC4)c2)nc1 | -27% |
| CCOC(=O)Cn1nc2n(c1=O)CCN(Cc1cccc(Cl)c1)C2=O | 33%[activator] |
| CCOC(=O)C1CCCN(c2c(C(=O)c3ccccc3)cnc3ccc(F)cc23)C1 (stereo not drawn) | ? |
| Cc1c(C(=O)N2CCC3(CCCN(C)C3=O)C2)n(C)c2ccc(F)cc12 (stereo not drawn) | -5% |
| O=C(CN1C(=O)C(c2ccccc2)=NC12CCCCC2)NC1CCCC1 | -20% |
| Cc1cc(C)cc(N(CC(=O)Nc2cccc(C)c2C)S(=O)(=O)c2c(C)[nH]c(=O)[nH]c2=O)c1 | 16% |
| CCN(c1ccccc1)S(=O)(=O)c1cc(-c2onc(C)c2C)ccc1OC | i |
| c1ccc(-c2cnc3n2C[C@H](CNCc2nccs2)OC3)cc1 | i |
| COc1ccc(NC(=O)c2nnn(CC(=O)Nc3cccc(C)c3C)c2N)c(OC)c1 | -15% |
| O=C(NCc1cccc(Cl)c1)c1cccn1-c1nnc(N2CCCC2)s1 | 14% |
| CC(C)n1cc2cc(C(=O)N3CCN(Cc4cccc(F)c4)CC3)sc2c1 | -23% |
| Cc1c(Cl)cccc1Nc1nn2c(=O)c3ccccc3nc2s1 | ? |
| COCC1CCN(S(=O)(=O)N2CCCCC2CCc2ccccc2)CC1 (stereo not drawn) | -21% |
| CC(=O)N1Cc2ccccc2OC2(CCN(C(=O)c3ccc(Cl)cc3)CC2)C1 | -21% |
| CCc1nc2c(c(-c3ccc(Cl)cc3)n1)CCN(Cc1cccc3ccccc13)CC2 | ? |
| CC1CCN(c2ccc(-c3cccc(N)c3)nn2)CC1 | -12% |
| Cc1nc2c(-c3ccccc3)c(C)nn2c(C)c1CCC(=O)NCc1ccc(F)cc1 | -5% |
| Cc1ccc(S(=O)(=O)N(CC(=O)Nc2ccc3c(c2)OCO3)c2cc(Cl)cc(Cl)c2)cc1 | 59%[activator] |
| CN1C(C(=O)c2ccccc2)=C(NC(=O)c2ccccc2Br)c2ccccc2S1(=O)=O | ? |
| CCCCOc1ccc(C(=O)N2CC(=O)Nc3ccc(Br)cc3C2c2ccc(F)cc2)cc1 (stereo not drawn) | ? |
| COc1cc2c(cc1OC)C(CNC(=O)c1ccccc1)N(C(=O)Nc1cccc(F)c1)CC2 (stereo not drawn) | -11% |
| CCc1ccc(NC(=O)N2CC(C(=O)N(C)C)C3(CCOCC3)C2)cc1 (stereo not drawn) | ? |
| Cc1noc2c(NCCCn3ccnc3)cc(-c3ccccc3)nc12 | ? |
| COCCN1C(=O)c2ccccc2C(C(=O)NCc2ccc(F)cc2)C12CCCCC2 (stereo not drawn) | i |
| COCCN1CCC(CN2CCN(c3ncc(C)c(N)n3)CC2)CC1 | -1% |
| CCN(CC)S(=O)(=O)c1ccc(C(=O)NCCSc2c(-c3ccccc3)[nH]c3ccccc23)cc1 | 11µM* |
| O=C(c1cccnc1)N1CC(CNc2ccccc2)C2(C1)CN(c1ccccc1)C2 (stereo not drawn) | i |
| Cc1ccc(C)c(CN2C(=O)C(O)(c3c(C)[nH]c4ccccc34)c3ccccc32)c1 (stereo not drawn) | ? |

5 compounds already listed, sorted by count of non-hydrogen atoms, smallest number first.
| SMILES | Pf Dd2 inh |
| --- | --- |
| CC1CCN(c2ccc(-c3cccc(N)c3)nn2)CC1 | -12% |
| O=C(CN1C(=O)C(c2ccccc2)=NC12CCCCC2)NC1CCCC1 | -20% |
| Cc1ccc(C)c(CN2C(=O)C(O)(c3c(C)[nH]c4ccccc34)c3ccccc32)c1 (stereo not drawn) | ? |
| COCCN1C(=O)c2ccccc2C(C(=O)NCc2ccc(F)cc2)C12CCCCC2 (stereo not drawn) | i |
| CCCCOc1ccc(C(=O)N2CC(=O)Nc3ccc(Br)cc3C2c2ccc(F)cc2)cc1 (stereo not drawn) | ? |

(further entries)
| SMILES | Pf Dd2 inh |
| --- | --- |
| O=C(N1CCOCC1)N1CCn2c(nnc2-c2cncc(Br)c2)C1 | -8% |
| Cc1ccc(-n2nc(C(=O)N(C)c3ccc(C)c(C)c3)c3c4ccccc4n(C)c3c2=O)cc1 | ? |
| COC(=O)C1=CN(CC(=O)NC(C)c2ccccc2)S(=O)(=O)N=C1C (stereo not drawn) | 6% |
| O=C(Cn1c(=O)n(-c2ccc(F)cc2)c(=O)c2sc3ccccc3c21)NC1CCCC1 | 6% |
| COc1cccc(N2CCN(c3ncc4c(n3)CCN(Cc3ccc(Br)cc3)C4)CC2)c1 | ? |
| Cc1noc(-c2cn(C3CCCN(C(=O)c4ccc(OC(F)(F)F)cc4)C3)nn2)n1 (stereo not drawn) | i |
| CCc1ccc(NC(=O)C2CCN(S(=O)(=O)c3ccc4[nH]c5c(c4c3)CCCCC5)CC2)cc1 | ? |
| CCOc1ccc(CN2C[C@@H]3C(=O)N(CCN4CCc5ccccc5C4)C(=O)[C@@H]3C2)cc1 | ? |
| Cc1ccc(C(=O)N2CCCC(n3cc(-c4nc(-c5ccccc5)no4)nn3)C2)s1 (stereo not drawn) | i |
| Cc1nc([C@@H]2CN(S(=O)(=O)C(C)C)C[C@H]2C(N)=O)n[nH]1 | 15% |
| CCc1ccc(C2c3c(-c4cc(C)ccc4O)n[nH]c3C(=O)N2CCO)cc1 (stereo not drawn) | ? |
| COCCNC(=O)[C@H]1C[C@H](Oc2ccccc2)CN1Cc1cccnc1 | 16% |
| O=C1Nc2ccc(-c3ccc(Cl)cc3)cc2C(=O)N2CCN(C(=O)NC3CCCCC3)C[C@H]12 | i |
| O=C(Nc1cccc(C(=O)OCc2cc(=O)n3c4c(sc3n2)CCCC4)c1)c1cccc(F)c1 | i |
| CC(C)CCNC(=O)CCC1CCN(C(=O)c2ccccc2F)CC1 | -24% |
| COc1cccc(N2C(=O)NC(=NC3CCCCC3)C23CCN([S+](=O)([O-])c2cccc(OC)c2)C3)c1 (stereo not drawn) | ? |
| O=C(CC1CCOCC1)Nc1ccc(N2CCOCC2)cc1 | i |
| O=C(C1CCCCC1)N1C[C@@H](CO)[C@H](c2nc(-c3ccncc3)no2)C1 | -20% |
| C=CCN1CCN(C(=O)C2CCCN(S(C)(=O)=O)CCC(=O)NCC2)CC1 (stereo not drawn) | i |
| Cc1nn(-c2ccc(F)cc2)c(C)c1[C@@H]1C=C[C@@H](NCc2ccc(C(C)C)cc2)C1 | ? |
| Cc1ccccc1Cn1cc(-c2ccncc2)cc1C(=O)N1CCCC(C)C1 (stereo not drawn) | 10µM* |
| O=S(=O)(c1ccccc1)c1nc(-c2cccc(Cl)c2)oc1NCc1ccccc1 | ? |
| COc1ccc(Cl)cc1NC(=O)COc1cccc2c(=O)n(C)ccc12 | 9% |
| CC1=C[C@@H](CN2CCC(C(N)=O)CC2)[C@H](C(C)C)C[C@H]1Cc1nnc(C)o1 | i |
| CC(=O)c1ccc(NC(=O)c2nc(-c3ccccc3)n(-c3ccc(C)cc3)n2)cc1 | ? |
| C=CCN1CCN(C(=O)CCC[C@@H]2[C@H]3CCCN4CCC[C@@H](CN2Cc2ccccc2)[C@@H]34)CC1 | i |
| CC(=O)NC1(C)CCCN(Cc2cccc(-c3c(C)noc3C)c2)C1 (stereo not drawn) | ? |
| COc1ccccc1CN1Cc2cc(NC(=O)Cc3ccc(F)cc3)ccc2OC(C)C1=O (stereo not drawn) | -13% |
| Cc1cn2cc(C(=O)N3CCC(Oc4cccnc4)CC3)ccc2n1 | -7% |
| CC(=O)N1CC2(Cc3ccccc31)CN(C(=O)c1ccc(C(F)(F)F)cc1)C2 | -28% |

| SMILES | Pf Dd2 inh |
| --- | --- |
| O=C(Cc1ccsc1)N1CC2CC(C1)[C@H]1CCCC(=O)N1C2 (stereo partly drawn) | -2% |
| CC1CCCCN1c1ccc(C(N)=O)cc1NC(=O)CS(C)(=O)=O (stereo not drawn) | -3% |
| Cc1ccc(C(=O)N2CCC(N3CCNC3=O)CC2)cc1 | 0%[44.1 µM] |
| COc1ccccc1NC(=O)CCCc1nnc2n(C)c(=O)c3sccc3n12 | 20% |
| CC1(C)CN(C(=O)c2ncc(F)cc2F)CCC1(O)CN1CCOCC1 (stereo not drawn) | 11% |
| CC(C)CN1C(=O)c2cccn2CC1C(=O)N1CCN(C)CC1 (stereo not drawn) | 26% |
| COc1ccccc1OCc1cc(C(=O)NCC2COCCO2)n[nH]1 (stereo not drawn) | -12% |
| C/C=C/CN1CC2ON=C(C(=O)O)C2C1 (stereo not drawn) | 21%[44.1 µM] |
| CC(C)C(=O)N1CCC2(COc3ncccc3S(=O)(=O)N2)C1 (stereo not drawn) | 3% |
| Cc1ccc(-n2ncc(C(=O)NCc3cccs3)c2C2CCN(C(=O)OC(C)(C)C)CC2)c(C)c1 | 11µM* |
| CN(Cc1ccc(F)cc1)Cc1ccsc1 | i |
| Cc1ccc2nc(NCCc3ccccc3)c3nncn3c2c1 | 9% |
| Cc1cccc(N2CCN(Cc3nnc(-c4ccccc4C)o3)CC2C)c1 (stereo not drawn) | 24% |
| CCOc1ccccc1NC(=O)CSc1nc2ccccc2nc1N1CCOCC1 | 9% |
| COc1ccc(OC)c(CNC(=O)CN(c2ccc(C)cc2)S(=O)(=O)N(C)C)c1 | 8% |
| COc1ccc(CC(=O)N2CC(N(C3CCOCC3)S(C)(=O)=O)C2)cc1OC | -9% |
| Cc1ccc(C2=NN(CC(=O)NCCc3ccc(Cl)cc3)C(=O)CC2)cc1 | 4% |
| C=C[C@H]1CN2CC[C@H]1C[C@@H]2CNC(=O)COc1ccccc1 | ? |
| CC(C)(C)NC(=O)Cn1cc(S(=O)(=O)Cc2ccc(F)cc2)c2ccccc21 | 23% |
| O=C(c1cnn(-c2ccc(F)cc2)c1-n1cccc1)N1CCN(c2ccc(Cl)cc2)CC1 | 15% |
| Cc1cc(C)c2sc(N3CCN(C(=O)c4ccc(N(C)C)cc4)CC3)nc2c1 | 5% |
| O=C(c1ncccn1)N1CC(F)(F)C[C@H]1c1nc(C2CC2)no1 | -1% |
| O=C1NC2(CCN(Cc3cccnc3)C2)Oc2ccccc21 (stereo not drawn) | 9%[44.1 µM] |
| COc1ccc(C(=O)NCC(=O)N2CCCCCNC(=O)CC2c2ccccc2)cc1 (stereo not drawn) | -14% |
| COC1CCN(S(=O)(=O)N2C[C@H](c3ccc(C)o3)[C@@H](N)C2)CC1 | 11µM* |
| O=C(NCc1cc(F)ccc1F)c1cccnc1N1CC2CC(C1)[C@H]1CCCC(=O)N1C2 (stereo partly drawn) | ? |
| Cc1ccc(-c2nnc3ccc(NCCc4ccccn4)nn23)nc1 | i |
| COc1ccc(C2C(=O)N(C3CCCCC3)CC(=O)N2CCc2ccc(C)cc2)cc1OC (stereo not drawn) | 10% |
| Cc1c(C(=O)N2CC[C@@](O)(C3CCOCC3)[C@H](C)C2)n(C)c2c(C)cccc12 | -5% |
| CC(C)NC(=O)NC[C@H]1O[C@@H](CO)[C@@H](O)[C@H]1N1CCN(c2ccccn2)CC1 | 19% |

| SMILES | Pf Dd2 inh |
| --- | --- |
| COc1ccc(-c2noc(CSc3nnc(-c4ccccc4)n3C)n2)cc1 | 1% |
| Cc1ccsc1CN1CCOc2cc([S+](=O)([O-])Nc3cccnc3)ccc2C1 | -15%[44.1 µM] |
| N#Cc1ccc(O[C@@H]2COCC[C@H]2NC(=O)CCCn2cccn2)cc1 | 4% |
| CN1C[C@H](NCc2ccc(F)cc2)CCC[C@@H](C(=O)NC2CCOCC2)CC1=O | i |
| CC(C)c1cc(NCC2CCCCCN2)nc(N)n1 (stereo not drawn) | 16% |
| Cc1cn2c(=O)c(S(=O)(=O)NC(C)c3ccccc3)c(C)nc2s1 (stereo not drawn) | 11% |
| Cc1nn2c(c1-c1ccccc1-c1ccccc1)N(CCC(C)C)CCC2 | ? |
| COc1ccc(C(=O)NC2CCN(c3cc(-c4ccccc4)[nH]n3)C2)c(OC)c1 (stereo not drawn) | 4.5µM* |
| CCc1cc(=O)n(CC(=O)Nc2ccc(Br)cc2)c(N2CCOCC2)n1 | ? |
| C#CCNC(=O)C1CCN(C(=O)C2CN(c3cccc(OC)c3)C(=O)N2)C1 (stereo not drawn) | 1% |
| CCn1cc(-c2ccc(C)cc2)cc1C(=O)O | 3% |
| O=C(NCC1CC1)c1ccnc(-c2nnc3ccc(Nc4ccccc4)nn23)c1 | i |
| Cc1ccc(-n2cccc2CC(=O)NC(C)c2ccccn2)cc1 (stereo not drawn) | ? |
| Cc1ccc(C(=O)N(Cc2ccc(N(C)C)cc2)CC2CCCO2)cc1 (stereo not drawn) | -10% |
| Cc1ccc(NC(=O)C2CCCN(C(=O)c3cnn(-c4ccc(F)cc4)c3-n3cccc3)C2)c(Cl)c1 (stereo not drawn) | 0% |
| CCn1c(=O)c2sccc2n2c(CCC(=O)Nc3ccc(OC)cc3OC)nnc12 | 14% |
| O=C(NCc1ccco1)N[C@@H]1[C@@H](Cc2ccccc2)[C@H]2OCC[C@@H]12 | -15% |
| Cc1noc(C)c1C(=O)N1CCCCCCNC(=O)CC1 | -2% |

A different layout for some results above:
N#Cc1ccc(O[C@@H]2COCC[C@H]2NC(=O)CCCn2cccn2)cc1
  Pf Dd2 inh = 4%
Cc1ccc(C(=O)N(Cc2ccc(N(C)C)cc2)CC2CCCO2)cc1 (stereo not drawn)
  Pf Dd2 inh = -10%
COc1ccc(C(=O)NC2CCN(c3cc(-c4ccccc4)[nH]n3)C2)c(OC)c1 (stereo not drawn)
  Pf Dd2 inh = 4.5µM*
CCc1cc(=O)n(CC(=O)Nc2ccc(Br)cc2)c(N2CCOCC2)n1
  Pf Dd2 inh = ?
